NPY-Y1 antag – blocks the human neuropeptide Y Y1 receptor. P25929. HEK293-CNG Y1 cells, membrane potential fluorescence; NPY at EC95, then isoproterenol. inhibition, % at 3.6 µM. 1% of 200,000 active;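 active = inhibition above the campaign mean inhibition of all tested compounds plus 3 SD, cut at about 20% in these data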;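 note: 0% = DMSO wells given NPY plus isoproterenol and 100% = isoproterenol alone without NPY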
Target sequence (P25929 whole entry, looked up): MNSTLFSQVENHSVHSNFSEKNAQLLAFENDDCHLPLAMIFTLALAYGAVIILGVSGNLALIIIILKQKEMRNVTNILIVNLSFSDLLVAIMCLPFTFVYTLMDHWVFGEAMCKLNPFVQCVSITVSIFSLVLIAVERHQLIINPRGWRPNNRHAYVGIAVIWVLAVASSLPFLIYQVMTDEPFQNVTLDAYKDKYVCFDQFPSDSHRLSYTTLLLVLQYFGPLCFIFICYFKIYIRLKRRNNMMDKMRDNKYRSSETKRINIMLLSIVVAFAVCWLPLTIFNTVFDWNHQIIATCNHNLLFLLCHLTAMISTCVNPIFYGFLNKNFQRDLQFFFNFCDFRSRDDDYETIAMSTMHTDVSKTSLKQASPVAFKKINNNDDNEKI
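Material: HEK293 cells with Y1 receptor plus CNG channel; times: compound incubation 1 h at room temperature, readout 45 min post-stimulation; signal: fluorescence, membrane potential probe; read-out basis: fluorescence ratio normalized to % inhibition between controls; benchmarks: full-block control isoproterenol-only wells, zero-block control NPY plus isoproterenol wells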
BaF3 parental – parental Ba/F3 viability inhibition as JAK2V617F counter-screen; AID 1486; 1.1% of 220,000 active; CellTiter-Glo ATP luminescence; inhibition, % at 5.6 µM;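 active = inhibition above a per-campaign cutoff, the mean inhibition of all tested compounds plus 3 SD, cut at about 27% in these data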;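 note: 0% = DMSO wells and 100% = JAK Inhibitor I control wells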
Ba/F3 V617F tox – lowers viability of Ba/F3 cells expressing EpoR and JAK2V617F | inhibition, % at 5.6 µM | ATP luminescence | 1.1% of 220,000 active;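 active = inhibition above the campaign mean plus 3 SD over all tested compounds, cut at about 24% in these data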;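 note: cytokine-independent growth of Ba/F3 cells driven by EpoR plus mutant JAK2; 0% = DMSO-treated cells and 100% = JAK inhibitor I control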
p47phox inh – blocks human p47phox regulatory protein of NADPH oxidases; P14598; p47phox/p22phox peptide binding, fluorescence polarization, 2 h; inhibition, % at 24.7 µM; 0.53% of 220,000 active; AID 1274;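 active = inhibition above about 30%, limit read from the data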;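 note: 0% = p47phox with labelled peptide and 100% = labelled peptide alone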
Target sequence (P14598 whole entry, looked up): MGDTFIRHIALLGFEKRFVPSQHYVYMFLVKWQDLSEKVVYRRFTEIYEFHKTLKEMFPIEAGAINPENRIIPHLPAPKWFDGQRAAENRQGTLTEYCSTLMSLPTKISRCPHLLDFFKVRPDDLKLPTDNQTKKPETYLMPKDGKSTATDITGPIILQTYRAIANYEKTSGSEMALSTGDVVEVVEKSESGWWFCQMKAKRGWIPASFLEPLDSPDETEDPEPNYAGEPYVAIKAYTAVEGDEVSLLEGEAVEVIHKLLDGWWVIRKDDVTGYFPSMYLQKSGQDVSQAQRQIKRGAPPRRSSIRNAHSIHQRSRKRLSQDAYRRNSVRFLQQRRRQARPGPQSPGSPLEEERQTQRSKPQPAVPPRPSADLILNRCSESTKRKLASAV
S1P4 ag – agonists of human S1P4 receptor; activation, % at 4.98 µM; O95977; S1P4-expressing cell line, agonist reporter assay; 0.35% of 220,000 active; in the data active = activation above about 11%;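 note: 0% = DMSO vehicle and 100% = reference agonist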
CHOP inhibitor – CHOP inhibition in unfolded protein response; 3.8% of 220,000 active; CHO-K1 CHOP-promoter luciferase, tunicamycin-induced, 15-18 h; AID 2732; inhibition, % at 10 µM;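 active = compounds that reduced the stress-induced luciferase reporter signal by more than about 70% of percent inhibition, limit read from the data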;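 note: 0% = tunicamycin plus vehicle and 100% = wells without tunicamycin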
NPY-Y1 PAM-ag – potentiators or agonists of human neuropeptide Y receptor Y1 | P25929 | NPY-Y1 expressing cells, potentiator/agonist activation | activation, % at 3.6 µM | 0.37% of 220,000 active | AID 1304; in the data active = activation above about 33%, passing the limit was not always enough;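 note: cells stimulated with NPY at EC10 then isoproterenol at EC100; 0% = low agonist plus stimulus and 100% = saturating agonist plus stimulus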
NPY2 pot ag – human NPY-Y2 potentiation or agonism, primary screen | P49146 | cells expressing NPY-Y2, potentiator/agonist read-out | activation, % at 3.6 µM | 0.45% of 220,000 active | AID 1359; in the data active = activation above about 27%;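 note: cells stimulated with NPY near EC25 plus isoproterenol at EC100; 0% = vehicle plus submaximal agonist and 100% = vehicle plus saturating agonist; some results beyond the cut were filed as inactive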
S1P4 antagonist – blocks the human S1P4 receptor. AID 1510. S1P4-expressing cells, antagonist mode, reporter read-out. 0.26% of 220,000 active. inhibition, % at 4.98 µM. O95977; in the data active = inhibition above about 29%;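 note: 0% = wells stimulated with agonist and 100% = vehicle wells without agonist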
Numbers without * were called inactive; x = no result given. Outcome played no part in choosing rows. About 7.1% of those tested had a hit in this group.

SMILES	NPY-Y1 antag	BaF3 parental	Ba/F3 V617F tox	p47phox inh	S1P4 ag	CHOP inhibitor	NPY-Y1 PAM-ag	NPY2 pot ag	S1P4 antagonist
CCNC(=S)N/N=C/c1cccc(/C=N/NC(=S)NCC)c1	3	4	3	-18	-1.1	-16	1	-1	10
NC1=NN(c2cccc(C(=O)O)c2)C(=O)C1	3	5	0	-13	-0.5	5	-9	-1	-20
CCC(=O)Nc1ccc(NC(=O)c2ccco2)c(OC)c1	-2	6	0	-8	-1.2	-26	-34	-13	-3
O=C(NCCSc1c[nH]c2ccccc12)C1CC1	1	3	-2	-8	-0.2	34	8	-1	-16
COc1ccc(CNC(=O)CN(c2ccccc2)S(=O)(=O)c2ccccc2[N+](=O)[O-])cc1	4	3	-1	5	1.3	-5	15	8	-17
CC(=O)N1C(C(=O)O)CSC1c1cccc(C)c1 (centres undefined)	-4	8	-2	-4	0.6	3	5	0	-13
Cc1ccc(OCC(=O)Nc2ccc(S(=O)(=O)Nc3onc(C)c3C)cc2)cc1	-2	3	-1	-11	-1.6	36	-3	-7	-1
CNC(=O)c1sccc1Oc1ccc(F)cc1[N+](=O)[O-]	0	1	-1	0	1.4	14	9	0	-9
O=C(Nc1nnc(-c2ccc3c(c2)OCCO3)o1)C1CCCCC1	-2	5	2	-3	-1.1	-4	7	-7	6
c1ccc2c(CN3CCOCC3)c3ccccc3c(CN3CCOCC3)c2c1	11	4	-3	-2	-0.8	17	-1	3	-12
C=CCN1C(=O)OC2(CCCCC2)C1(C)O (centres undefined)	0	5	2	-11	0.9	16	12	15	-36
O=C(Cn1cc(C(=O)c2ccco2)c2ccccc21)NCc1ccco1	1	-3	0	-6	1.1	18	2	-4	-17

Fetched by structure from above:
SMILES	NPY-Y1 antag	BaF3 parental	Ba/F3 V617F tox	p47phox inh	S1P4 ag	CHOP inhibitor	NPY-Y1 PAM-ag	NPY2 pot ag	S1P4 antagonist
CC(=O)N1C(C(=O)O)CSC1c1cccc(C)c1 (centres undefined)	-4	8	-2	-4	0.6	3	5	0	-13
O=C(Cn1cc(C(=O)c2ccco2)c2ccccc21)NCc1ccco1	1	-3	0	-6	1.1	18	2	-4	-17
O=C(NCCSc1c[nH]c2ccccc12)C1CC1	1	3	-2	-8	-0.2	34	8	-1	-16
COc1ccc(CNC(=O)CN(c2ccccc2)S(=O)(=O)c2ccccc2[N+](=O)[O-])cc1	4	3	-1	5	1.3	-5	15	8	-17

Whole records, quoted from the list. Order of screens: NPY-Y1 antag | BaF3 parental | Ba/F3 V617F tox | p47phox inh | S1P4 ag | CHOP inhibitor | NPY-Y1 PAM-ag | NPY2 pot ag | S1P4 antagonist
Listed for CC(=O)N1C(C(=O)O)CSC1c1cccc(C)c1 (centres undefined) = -4 | 8 | -2 | -4 | 0.6 | 3 | 5 | 0 | -13
Listed for NC1=NN(c2cccc(C(=O)O)c2)C(=O)C1 = 3 | 5 | 0 | -13 | -0.5 | 5 | -9 | -1 | -20
Listed for C=CCN1C(=O)OC2(CCCCC2)C1(C)O (centres undefined) = 0 | 5 | 2 | -11 | 0.9 | 16 | 12 | 15 | -36
Listed for COc1ccc(CNC(=O)CN(c2ccccc2)S(=O)(=O)c2ccccc2[N+](=O)[O-])cc1 = 4 | 3 | -1 | 5 | 1.3 | -5 | 15 | 8 | -17
Listed for O=C(NCCSc1c[nH]c2ccccc12)C1CC1 = 1 | 3 | -2 | -8 | -0.2 | 34 | 8 | -1 | -16

(further entries)
SMILES	NPY-Y1 antag	BaF3 parental	Ba/F3 V617F tox	p47phox inh	S1P4 ag	CHOP inhibitor	NPY-Y1 PAM-ag	NPY2 pot ag	S1P4 antagonist
COC(=O)CCC(=O)Nc1nccs1	3	4	0	1	3.5	-6	1	-1	3
Cc1ccc(N(C(C)C(=O)Nc2ccc(S(=O)(=O)N3CCOCC3)cc2)S(C)(=O)=O)cc1 (centres undefined)	-4	0	-2	-14	2.0	16	19	12	-19
CCc1ccc(-c2nc(CSCC(=O)NCCCN3CCCC3=O)c(C)o2)cc1	1	2	-2	-6	1.6	69	12	1	-1
COc1ccccc1OCC(=O)c1[nH]c(C)c(C(C)=O)c1C	-10	8	0	2	-0.9	55	-7	12	-20
Cc1ccc(-c2csc3ncnc(Nc4ccc(C(=O)O)cc4)c23)cc1	x	4	-4	-16	-1.0	28	17	-3	-7
Cn1c(=O)cc(SCC(=O)NCCCN2CCN(c3ccc(F)cc3)CC2)c2ccccc21	9	4	2	10	0.9	25	-19	-5	-7
COc1ccccc1NC(=O)C(C)Nc1ccc(C)c(Cl)c1 (centres undefined)	1	4	2	-8	0.0	34	11	5	-2
c1cncc(CSc2ccc(-c3cccs3)nn2)c1	4	46*	6	0	-0.3	-4	-4	0	-1
CCN1C(=O)/C(=C\C=C2/C=CC=CN2CC)SC1=S	-9	8	1	-261	1.4	-15	20	25	1
O=C(NC(Cc1ccc2c(c1)OCO2)C(=O)N1CCCC1C(=O)O)c1ccccc1 (centres undefined)	-4	2	0	-4	1.1	44	2	-2	-9
CCCN(C(=O)c1cc(S(=O)(=O)N2CCCCC2)ccc1Cl)C1CCS(=O)(=O)C1 (centres undefined)	x	-2	5	-6	2.0	-6	13	-12	-6
CCC(=O)Nc1nc2ccccc2n1Cc1ccc(C)cc1	1	1	-1	7	1.1	x	13	-9	-20

Limited to NPY-Y1 antag, NPY2 pot ag and NPY-Y1 PAM-ag (2 entries from above):
| SMILES | NPY-Y1 antag | NPY2 pot ag | NPY-Y1 PAM-ag |
| --- | --- | --- | --- |
| Cc1ccc(N(C(C)C(=O)Nc2ccc(S(=O)(=O)N3CCOCC3)cc2)S(C)(=O)=O)cc1 (centres undefined) | -4 | 12 | 19 |
| Cc1ccc(-c2csc3ncnc(Nc4ccc(C(=O)O)cc4)c23)cc1 | x | -3 | 17 |

Following part:
SMILES	NPY-Y1 antag	BaF3 parental	Ba/F3 V617F tox	p47phox inh	S1P4 ag	CHOP inhibitor	NPY-Y1 PAM-ag	NPY2 pot ag	S1P4 antagonist
COCCCNC(=O)c1ccc(CS(=O)(=O)Cc2cccc(C)c2)o1	1	1	0	-2	1.6	-21	-2	12	-15
O=C(Cc1c[nH]c2ccccc12)NCc1ccc(Cl)cc1Cl	-1	2	-2	-4	3.3	-25	-11	-15	-14
COCc1cc(C)nc(OCC(=O)N/N=C/c2ccc(-c3cc([N+](=O)[O-])ccc3C)o2)c1C#N	3	-2	-2	3	-0.5	4	10	4	-12
CCOc1ccc(C(NC(C)=O)c2ccc(OC)c(OC)c2)cc1 (centres undefined)	2	3	-1	3	0.2	2	9	-1	0
CCCCCCc1nnc(N)s1	-4	3	0	2	1.6	8	-13	-5	-14
COc1ccc(-c2nnc3ccc(SCC(=O)Nc4cc(C)on4)nn23)cc1	2	15	5	0	-1.4	5	3	5	-2
COc1cc(/C=C(\C#N)c2ccccn2)cc(OC)c1O	x	-1	6	-5	0.9	-5	-3	2	2
COC(=O)C1=CN(Cc2cccs2)C=C(C(=O)OC)C1c1cccc(OC)c1OC	0	2	1	-17	3.2	-5	0	-9	1
CCC(CC)c1nnc(NC(=O)CCNC(=O)c2ccccc2Cl)s1	0	2	-5	-3	1.4	6	1	-8	-8
Cc1nnc(SCc2cnc(-c3ccc(C(C)C)cc3)s2)n1C	1	1	-3	-14	1.0	28	-9	11	-3
O=C(NCCCN1CCOCC1)C1COc2ccccc2O1 (centres undefined)	0	7	-1	-20	-1.1	10	4	-4	-27
CCCCNC(=O)c1onc(CSc2ccc(C)c(C)c2)c1C(=O)O	15	-1	0	4	-0.2	7	-49	-38	-1
CCOC(=O)Cn1c(N2CCOCC2)nc2c1c(=O)[nH]c(=O)n2C	-5	7	-2	-6	0.9	-15	-5	3	-7
Cn1c(SCc2ccon2)nc2ccccc2c1=O	5	0	0	-14	1.3	19	20	3	-16
O=C1/C(=C/Nc2ccc3c(c2)OCO3)CCc2ccccc21	11	2	4	-3	-0.1	77*	-1	14	31*
CCCCCC(=O)Nc1ccc(N2CCN(C(=O)c3ccccc3)CC2)cc1	-2	4	6	-7	0.6	7	7	-16	2
C=CCn1c(=O)n(CCC#N)c(=O)n(CCC#N)c1=O	5	3	1	0	-1.1	-18	11	0	-8
Cn1cc(CN2CCCC(C(=O)c3ccc(-c4ccccc4)cc3)C2)cn1 (centres undefined)	4	4	-2	-18	-2.3	36	-6	-30	6
O=C(CN1CCN(c2ccccc2)CC1)N1N=CCC1c1ccccc1 (centres undefined)	2	1	-4	-5	-2.2	15	10	-7	-4
COCC(C)n1c(C)cc(C(=O)CSc2nnc(N)s2)c1C (centres undefined)	4	3	-2	-17	2.1	10	1	6	-8
CC1(C)CC(=O)C(C(c2ccncc2)C2C(=O)CC(C)(C)CC2=O)C(=O)C1	4	1	-2	x	1.6	x	-2	-10	-3
Cc1ccc(CNC(=O)C(=O)NCC2OCCN2S(=O)(=O)c2ccc3c(c2)OCCO3)cc1 (centres undefined)	-1	2	-4	-19	0.1	4	13	3	13
CS(=O)(=O)N(CC(=O)NC1CCCC1)Cc1ccc(Cl)cc1	0	2	-2	3	-1.7	44	-7	-9	-2
Cc1cccc(-c2c3c(=O)n(C)c(=O)n(C)c3c3nnc4ccccc4n23)c1	-10	-1	-4	x	-1.4	x	-3	2	-34
Cc1ccc(C2CC(=O)C=C(NCc3ccccc3)C2)cc1 (centres undefined)	x	-1	0	-6	-0.4	-21	12	-1	-24
CC(C)=CC(=O)OCC(=O)Nc1cc(C)cc(C)c1	3	9	1	-15	-0.4	10	-1	-12	-17
Cn1cc2ccc([N+](=O)[O-])cc2n1	x	0	-5	-3	0.0	11	-3	1	-5
CN(c1ccccc1)c1nc(N)c([N+](=O)[O-])c(NCc2ccco2)n1	1	6	2	-16	0.0	36	-2	8	-11
COc1ccccc1CN=Cc1[nH]c2ccc(Br)c(Cl)c2c1O	-1	-2	-2	-10	-1.2	60	-14	0	5
CCN(C(=O)CSc1nc2ccc([N+](=O)[O-])cc2s1)C1CCS(=O)(=O)C1 (centres undefined)	-1	3	-3	-6	-0.6	-1	15	0	-1
O=C(COc1ccc(S(=O)(=O)N2CCCC2)cc1)NCc1ccco1	-4	3	-5	-1	1.4	-6	12	-3	-16
Cc1nc2ccccc2c2oc(C(=O)N3CCc4ccccc4C3)cc12	5	4	0	-11	2.6	60	-34	-4	-39
O=c1c(Cc2ccccc2)c(O)c2cccc3c4c(n1c23)CCCC4	x	-5	-5	-12	0.4	-5	-6	-7	-3
Cc1ccc2c(c1)C1CN(C)CCC1N2C(=S)Nc1ccc(OC(F)F)cc1 (centres undefined)	6	6	5	-3	-1.4	2	-7	-2	-18
COC(=O)c1sc(NC(=S)NC(=O)c2cccc(C)c2)nc1C	5	4	1	-2	0.9	62	-11	4	-30
N#Cc1c(Cl)nsc1NN	1	14	1	7	2.0	5	22	31*	-12
C=CCn1c(CC#N)nnc1N1CCOCC1	-3	-2	-4	-13	-0.8	25	18	2	2
CCCNC(=O)c1c(N)n(-c2ccc(S(N)(=O)=O)cc2)c2nc3ccccc3nc12	-6	2	3	-2	1.3	-1	28	13	-22
